BRCA1 expr up: increases BRCA1 expression; Potency, µM (highest dose often 46.1 µM), without a hit: at the top dose activation, actives largely listed as activators; MCF7-BRCA1-FFLuc reporter, luminescence, 48 h; response scale: scaled: vehicle 0%, 10 µM genistein 100%; 380,000 compounds, 1.1% hits; also: potency is read from the fitted curve at half-maximal effect; nearly all actives have a fitted effect of over 80% in size; some results filed as inactive show a strong effect at the top dose
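Luminescence from a BRCA1-driven firefly luciferase in MCF7 cells was read after 48 h compound exposure at 37 C. Data normalized against DMSO and a 10microM genistein activation control, then curve-fitted across the titration.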
ELG1 genotox: inducers of genotoxicity in HEK293T ELG1-luciferase cells; HEK293T ELG1-luciferase reporter, luminescence, 16 h; Potency, µM (highest dose often 46 µM), without a hit: top-dose activity change, positive = activation, usual class: activators; 330,000 compounds, 1.3% hits; also: potency is read from the fitted curve at half-maximal effect; % of control where 0% means no effect; nearly all actives have a fitted effect of over 60% in size
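Cells (2,000/well) expressing the ELG1-luciferase fusion are dosed by pin tool and kept 16 hr at 37 °C, 5% CO2. Signal comes from ONE-Glo luciferase reagent after 30 min at room temperature.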
Rab9 prom act: activates the Rab9 promoter. AID 485297. Huh7 Rab9 promoter-luciferase reporter, luminescence, 24 h. 320,000 compounds, 2.8% hits. Potency, µM (titrated, usually from 9.22 µM), for the others: at the top dose activation, negative = inhibition, hits mostly activators; also: potency is read from the fitted curve at half-maximal effect; % of control where 0% means no effect; nearly all actives have a fitted effect of over 60% in size
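Huh7 cells stably carrying Rab9 promoter–luciferase reporter, plated 1500 cells/well, compound added after 2 h and incubated 24 h at 37 °C; luciferase luminescence then read after 10 min with detection reagent.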
Giardia kill: Giardia lamblia killing; activity change, % at 7.66 µM, hits read low; 340,000 compounds, 0.15% hits; Giardia lamblia trophozoite viability; AID 540267; in the data active = activity change below about -80%; inconclusive = between about -30% and that limit;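 also: parasites exposed to compound for two days anaerobically before the ATP read; % is scaled to controls: 0 for no effect and ±100 for the full control effect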
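Luminescent ATP signal served as the viability read-out, measured 15-30 min after adding ATP detection reagent to trophozoites that had been incubated with compounds for 48 hrs at 37 deg C anaerobically at 100 cells/well.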
Menin-MLL TR inh: inhibitors of human menin-MLL interaction, mutant MLL peptide. AID 1768. 270,000 compounds, 0.23% hits. O00255. Menin + Texas Red MLL mutant peptide, fluorescence polarization. Potency, µM (top dose mostly 61.6 µM), for inactives: at the top dose FP activity change, negative = inhibition, hits mostly inhibitors; active = well fitted inhibition curve with a large enough effect in the polarisation, with a control signal flat, not every such curve was filed as active; inconclusive = small, poorly fitted or top-dose-only effect, or effect the other way, or a change in a side signal; inactive = no such curve, though single readings can be large or run the other way; the % refers to the polarisation; also: potency is read from the fitted curve at half-maximal effect; % of control where 0% means no effect; many of its hits are not listed in these tables
FLuc counter: inhibits or activates purified firefly luciferase, miR-21 counter-screen; purified FLuc, Km substrates, luminescence inhibition; Potency, µM (series often up to 57.5 µM), for inactives: at the highest dose activity change, negative = inhibition, most hits filed as inhibitors; 360,000 compounds, 6.9% hits; AID 588342;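 also: potency is read from the fitted curve at half-maximal effect; plate controls were vehicle for no effect and reference inhibitor for full effect; nearly all actives have a fitted effect of over 55% in size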
Target sequence (P08659 whole entry, looked up): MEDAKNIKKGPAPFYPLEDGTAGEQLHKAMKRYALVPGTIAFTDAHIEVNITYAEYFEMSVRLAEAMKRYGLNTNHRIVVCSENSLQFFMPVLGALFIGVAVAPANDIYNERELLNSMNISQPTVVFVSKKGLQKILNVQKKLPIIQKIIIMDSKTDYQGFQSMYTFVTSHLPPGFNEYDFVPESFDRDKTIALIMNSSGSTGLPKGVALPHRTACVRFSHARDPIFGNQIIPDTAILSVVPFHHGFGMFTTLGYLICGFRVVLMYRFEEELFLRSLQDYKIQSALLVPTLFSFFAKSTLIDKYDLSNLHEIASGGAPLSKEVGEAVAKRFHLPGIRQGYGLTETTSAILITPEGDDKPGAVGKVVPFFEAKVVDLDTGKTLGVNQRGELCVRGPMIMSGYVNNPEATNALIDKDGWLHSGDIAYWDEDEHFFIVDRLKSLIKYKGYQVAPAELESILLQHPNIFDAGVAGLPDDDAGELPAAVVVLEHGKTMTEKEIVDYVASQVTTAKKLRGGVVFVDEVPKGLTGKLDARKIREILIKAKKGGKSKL
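Biochemical qHTS of compounds, final roughly 60 µM downward over six points, against 10 nM purified firefly luciferase using Km concentrations of substrates (10 uM D-luciferin, 10 uM ATP) in Tris acetate pH 7.5 buffer; luminescence output.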
RORg inh: ROR gamma (mouse) transcription inhibition | 310,000 compounds, 5.4% hits | P51450 | Drosophila S2 Gal4-RORgamma UAS-luciferase reporter, 20 h | Potency, µM (highest dose often 53.6 µM), inactives show at the top dose activity change, negative = inhibition, hits mostly inhibitors; also: potency is read from the fitted curve at half-maximal effect; % is scaled to controls: 0 for no effect and ±100 for the full control effect; nearly all actives have a fitted effect of over 60% in size
Target sequence (P51450 whole entry, looked up, the tested form may be a part): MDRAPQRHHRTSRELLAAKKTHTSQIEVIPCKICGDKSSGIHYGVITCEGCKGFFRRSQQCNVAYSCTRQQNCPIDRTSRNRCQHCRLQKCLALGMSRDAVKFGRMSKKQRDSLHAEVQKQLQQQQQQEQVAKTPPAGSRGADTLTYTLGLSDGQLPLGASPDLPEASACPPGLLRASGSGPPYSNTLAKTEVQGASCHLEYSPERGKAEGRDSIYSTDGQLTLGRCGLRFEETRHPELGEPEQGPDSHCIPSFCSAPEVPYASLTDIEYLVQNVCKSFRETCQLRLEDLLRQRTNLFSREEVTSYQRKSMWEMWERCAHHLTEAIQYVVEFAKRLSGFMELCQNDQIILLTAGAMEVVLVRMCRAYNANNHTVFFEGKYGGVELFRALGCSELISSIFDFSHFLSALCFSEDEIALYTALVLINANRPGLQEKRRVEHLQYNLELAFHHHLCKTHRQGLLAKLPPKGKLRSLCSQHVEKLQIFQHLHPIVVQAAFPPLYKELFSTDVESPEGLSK
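In this cell-based reporter format, copper sulfate (700 uM final) drives Gal4–ROR gamma fusion expression from a metallothionein promoter in Drosophila Schneider cells; compounds preincubated 1 hr, reporter read after 20 hr at ambient temperature.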
PKM2 activator: increases activity of human pyruvate kinase M2. P14618. purified PKM2, Kinase-Glo ATP luminescence, activation; response scale: 0% is enzyme alone, no compound. Potency, µM (top dose mostly 57.5 µM), without a hit: top-dose activation, actives largely listed as activators. 260,000 compounds, 0.34% hits. AID 1631; also: potency is read from the fitted curve at half-maximal effect; % is scaled to controls: 0 for no effect and ±100 for the full control effect; nearly all actives have a fitted effect of over 55% in size
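Kinase-Glo luminescence reports ATP generated from ADP (0.1 mM) and PEP (0.5 mM) by purified hPK-M2 after 1 h at room temperature, pH 7.2 imidazole buffer; intermediate enzyme activity allows detecting inhibitors and activators.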
NPC1 prom act: NPC1 promoter activation; 320,000 compounds, 2.4% hits; Huh7 NPC1 promoter luciferase reporter, 24 h; Potency, µM (doses to about 9.22 µM), for the others: top-dose activation, hits mostly activators; AID 485313;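 also: potency is read from the fitted curve at half-maximal effect; % of control where 0% means no effect; nearly all actives have a fitted effect of over 60% in size; reporter is driven by a mutant NPC1 promoter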
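Stably transfected Huh7 (NPC1 promoter→luciferase), 1500 cells/well in Opti-MEM + 10% FBS, 2 h settle, then compound 24 h at 37 °C. Luminescence after 10 min with Amplite reagent.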
p53 reactivator: re-activators of mutant p53; H1299 p53-A138V BP100-luciferase reporter, luminescence, 24 h; 320,000 compounds, 0.063% hits; AID 504706; Potency, µM (highest dose often 92.2 µM), for the others: at the highest dose activity change, positive = activation, actives largely listed as activators; also: potency is read from the fitted curve at half-maximal effect; % of control where 0% means no effect; nearly all actives have a fitted effect of over 45% in size
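p53-null H1299 cells stably carrying temperature-sensitive p53-A138V and a BP100-luciferase reporter were pinned with compounds (4-point, 1:5 series) and held 24 hrs at 37 deg C. Luminescence was read 10 min after detection reagent.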
VP16 counter: Gal4-VP16 reporter inhibition counter-screen. Drosophila S2 Gal4-VP16 UAS-luciferase, luminescence, 20 h. Potency, µM (doses to about 53.6 µM), for the others: at the highest dose activity, negative = inhibition, actives largely listed as inhibitors. 310,000 compounds, 3.5% hits. AID 2546;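 also: Gal4-VP16 expression switched on by copper sulfate through the metallothionein promoter; potency is read from the fitted curve at half-maximal effect; % is scaled to controls: 0 for no effect and ±100 for the full control effect; nearly all actives have a fitted effect of over 50% in size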
* hit, by the source's call; ? = inconclusive; nt = no result given; & = joins results of further samples; [ ] = dose if it differs, or a comment. Unless noted, calls follow the shape of the dose curve; as a rule, active = well fitted curve in the direction sought with a large enough effect; inconclusive = small, poorly fitted or top-dose-only effect, or another doubt; inactive = no such curve, though single readings can be large; an effect the other way counts as inactive or inconclusive.

Fields: FLuc counter	VP16 counter	Rab9 prom act	ELG1 genotox	NPC1 prom act	PKM2 activator	Menin-MLL TR inh	RORg inh	BRCA1 expr up	p53 reactivator	Giardia kill
COC(=O)Cc1csc(NCc2ccccc2)n1
    -5%	17%	-2%	?	-2%	-9%	-19%	-29%	6%	8%	-21
O=C(O)c1cccc(-n2cccc2/C=N/O)c1
    3%	-21%	-9%	3%	-2%	-2%	10%	-20%	7%	4%	5
COc1ccccc1CCCNC(=O)C1CCC(=O)N(CCCN2CCCC2=O)C1 (stereo not drawn)
    1%	5%	-2%	3%	1%	nt	nt	1%	-6%	-3%	-12
COc1ccc(NC(=O)CCCC(=O)c2ccccc2)cc1OC
    -20%	-1%	11%	-1%	-2%	nt	11%	13%	-2%	9%	-6
NC(=O)c1ccsc1NC(=O)c1coc2ccccc2c1=O
    2.4µM*	1%	2µM*	7.3µM*	?	0%	-8%	-12%	?	?	-22
COc1cccc(OCC(O)CN2CCN(c3ccccc3)CC2)c1 (stereo not drawn)
    -2%&-2%	8%&1%	-2%[1.84 µM]	-1%&-5%	-4%&1%	-14%	2%&-8%	-6%&-7%	-2%&1%	-2%&1%	-26&-2
Cc1ccc(Cl)cc1N1CCN(C(=O)c2cccc3c(=O)c(C)c(-c4ccccc4)oc23)CC1
    8%	?	-13%	-8%	-4%	10%	-14%	-18%	-88%	-7%	3
CCOc1ccc(OCC)c(S(=O)(=O)NCc2ccc3c(c2)OCO3)c1
    0%	-3%	-6%	5%	1%	10%	-1%	1%	-2%	-1%	-13
CN(C)S(=O)(=O)c1ccc(C(=O)Nc2ccc(S(=O)(=O)NC3=NCCCCC3)cc2)cc1
    1%	3%	0%	-2%	-26%	0%	-2%	-3%	-15%	-5%	2
CCOC(=O)C1=C(COC(=O)c2cccc(Cl)c2)NC(=O)NC1C (stereo not drawn)
    3%	-19%	-6%	?	-1%	6%	nt	-20%	2%	4%	-3
O=C(NCc1nnc(SCC(=O)N2CCCCCC2)o1)c1ccccc1F
    2%	-7%	-4%	4%	-2%	nt	nt	1%	13%	-9%	13
CC(C)CSc1nc2c(c(=O)[nH]c(=O)n2C)n1CCc1ccccc1
    7%	3%	-1%	0%	-3%	-6%	0%	11%	13%	-4%	-18
COc1ccc(C(C(=O)NC2CCCC2)N(CC2CCCO2)C(=O)Cc2cccs2)cc1OC (stereo not drawn)
    0%	-3%	-7%	0%	-2%	1%	?	9%	-1%	1%	3
O=C(NCCS(=O)(=O)N1CCN(c2ccccc2)CC1)c1ccccc1F
    0%	nt	-4%	-1%	1%	nt	nt	nt	-7%	2%	-7
C(=NC12CN3CN(CN(C3)C1)C2)c1ccc2c(c1)OCO2
    0%	4%	1%	2%	1%	-2%	18%	-6%	0%	-4%	-22
CCN(CC)CCCNc1nc(CN2CCOCC2)nc2sc3c(c12)CCC3
    -2%	-2%	-37%[inhibitor]	2%	-1%	1%	0%	-6%	-5%	4%	12
CC/C(=C/c1sc2ccc(C)cc2[n+]1CCCS(=O)(=O)[O-])SC
    -17%	-12%	-7%	3%	-1%	-4%	?	-18%	-4%	1%	10
Cc1cccc(C)c1OCc1cc(C(=O)N(Cc2c(C)nn(C)c2C)C2CC2)no1
    0%	?	-7%	-7%	-10%	nt	?	8%	-45%	-2%	-5
CCC(CC)NC(=O)/C=C/c1ccccc1Cl
    ?	-2%	27%	16%	21%	-17%	1%	-2%	112%	?	18
CCC(=O)c1ccc(OCC(O)CN(CCc2ccccc2)Cc2ccccc2)cc1 (stereo not drawn)
    4%	?	17%	-12%	3%	2%	2%	-17%	-72%	-4%	-13

Rab9 prom act: what is marked active above.
SMILES	Rab9 prom act	NPC1 prom act	PKM2 activator	Menin-MLL TR inh	RORg inh	p53 reactivator
NC(=O)c1ccsc1NC(=O)c1coc2ccccc2c1=O	2µM*	?	0%	-8%	-12%	?

Other results:
Fields: FLuc counter	VP16 counter	Rab9 prom act	ELG1 genotox	NPC1 prom act	PKM2 activator	Menin-MLL TR inh	RORg inh	BRCA1 expr up	p53 reactivator	Giardia kill
COC(=O)Cc1[nH]n(-c2nc3ccccc3s2)c(=O)c1C(C)=O
    9.5µM*	-20%	15%	?	11%	-31%	1%	?	72%	?	-6
Cc1ccc(S(=O)(=O)Nc2ccc(Oc3cccnc3)nc2)cc1
    2%	1%	-4%	-3%	-1%	14%	nt	41%	-25%	10%	3
c1ccc(CN2CCN(c3cnc4ccccc4n3)CC2)cc1
    19µM*	1%	?	?	?	nt	-30%	29%	?	19%	-17
CCOc1ccc(NC(=O)CSc2nc(=O)n(Cc3ccccn3)c3c2CCC3)cc1
    -1%	nt	-4%	8%	0%	nt	nt	nt	-14%	-6%	-20
CN(C)c1ccc(C(=O)N2CCCC(CCC(=O)N3CCN(c4ccccn4)CC3)C2)cc1 (stereo not drawn)
    ?	4%	-2%	-8%	-6%	0%	nt	11%	-6%	2%	-18
O=P(c1ccccc1)(c1ccccc1)c1cc(Br)cc(Br)c1OCCO
    1%	4%	-13%	-2%	-8%	nt	?	-13%	-16%	-9%	-26
CN(C(=O)CSc1nnc(-c2cccc(F)c2)n1N)C1CCS(=O)(=O)C1 (stereo not drawn)
    -2%	0%	-3%	3%	-2%	-12%	7%	-1%	-6%	4%	-3
O=C(N/N=C\c1ccccc1OCc1ccccc1)c1ccco1
    21µM*	7%	0%	-1%	-1%	2%	8%	-28%[10 µM]	26%	16%	1
CN(C)CCN(C(=O)c1ccc2ccccc2c1)c1nc2cc3c(cc2s1)OCCO3
    -1%	-5%	18%	17%	20%	-4%	nt	2%	66%	15%	13
CCOc1cc(/C=N/n2cnnc2)ccc1OC(=O)c1cccc([N+](=O)[O-])c1
    5%	-30%	1%	0%	-1%	-7%	-10%	-13%	-9%	-2%	2
COc1ccc(-c2nc3cc(C)ccn3c2NCc2ccc3c(c2)OCO3)cc1
    17µM*	?	?	2%	15%	0%	-10%	7.1µM*	58%	3%	-5
Cc1ccc(S(=O)(=O)NCCc2nnc(SCc3cccnc3)n2C)cc1
    -1%	-2%	-1%	-2%	0%	17%	3%	4%	-7%	-3%	25
O=c1[nH]c(CSc2nc3ccccc3s2)nc2cc(Cl)ccc12
    ?	-3%	-1%	0%	-2%	4%	nt	?	nt	1%	nt
CCN(CC)c1ccc(/C=C(\C#N)c2ccccn2)cc1
    1.1µM*	7.1µM*	0.13µM*	?	0.45µM*	-3%	-9%	6.3µM*	?	nt	?
O=C(NCc1n[nH]c(=S)n1-c1ccc(F)cc1)c1ccc(S(=O)(=O)N2CCCC2)cc1
    0%	15%	-4%	1%	-3%	2%	5%	6%	4%	-6%	3
O=C(O)C(Cc1c[nH]c2ccccc12)NS(=O)(=O)c1ccc(Br)cc1 (stereo not drawn)
    -13%	4%	8%	-4%	3%	nt	?	-26%	17%	-3%	-11
COc1ccc(-c2c(C#N)c(N)nc3sc(C(=O)c4ccccc4)c(N)c23)cc1
    14%	3%	-6%	-4%	-4%	4%	-6%	37%	-28%	4%	8
COc1ccc([C@H]2CC(=O)C=C(c3cc4ccccc4s3)C2)cc1
    -22%	nt	12%	17%	1%	nt	nt	nt	0%	?	-23
O=C(Nc1ccccc1)Nc1ccc(F)cc1F
    12µM*	5%	4.5µM*	?	?	-6%	-19%	5%	?	4%	-13
COc1ccc(C)cc1-n1ccn(CC(=O)Nc2ccc(Br)cc2F)c(=O)c1=O
    6%	nt	-3%	1%	-3%	nt	nt	nt	-30%	2%	11
CN(CC(=O)Nc1cccc(F)c1)C(=O)c1ccc(OCc2ccccc2)cc1
    0%	nt	0%	-1%	-1%	nt	nt	nt	-4%	1%	2
CC(NC(=O)c1ccc(NC(=O)c2ccco2)cc1)c1ccccc1 (stereo not drawn)
    -5%	3%	-2%	10%	-4%	0%	?	28%	27%	-4%	-16
O=C(NCCCN1CCOCC1)c1cc(-c2ccccc2)nc2ccccc12
    -3%	nt	-1%	8%	-2%	nt	nt	nt	-5%	-6%	16
CCCn1cc(S(=O)(=O)c2ccccc2)c(=O)c2cc(OCC)ccc21
    0%	-7%	-1%	0%	3%	nt	nt	-7%	2%	-11%	-8

From PubChem

The list is partial, so the mix of outcomes need not match the whole.
